High-throughput results (PubChem BioAssay)
CCHFV vOTU inh = CCHFV vOTU protease inhibitors, primary screen, biochemical, Pep-AMC substrate, fluorescence; inhibition, % at 11.5 µM; actives 0.55% (n = 370,000); AID 651958, 2012; further: 0% = vehicle wells with enzyme and 100% = no enzyme wells
BioA inh = M. tuberculosis BioA enzyme inhibitors, primary screen, biochemical, plate reader, single point, HTS | inhibition, % at 9.99 µM | actives 0.096% (n = 360,000) | AID 602481, 2012 | 7,8-diaminopelargonic acid synthase BioA (Mycobacterium tuberculosis) | purified M. tuberculosis BioA enzyme; in the data active means inhibition above about 40%; inconclusive means no clear call, values can overlap the other calls
DUSP3 inh = VHR1 phosphatase inhibitors, primary screen, biochemical, absorbance, uHTS. Dual specificity protein phosphatase 3 (Homo sapiens), P51452. actives 0.52% (n = 290,000). recombinant VHR phosphatase, pNPP absorbance. inhibition, % at 13.3 µM. AID 1654, 2009; in the data active means inhibition above about 50%; further: some compounds called inactive have numbers as strong as hits
Target sequence (P51452 whole entry, looked up): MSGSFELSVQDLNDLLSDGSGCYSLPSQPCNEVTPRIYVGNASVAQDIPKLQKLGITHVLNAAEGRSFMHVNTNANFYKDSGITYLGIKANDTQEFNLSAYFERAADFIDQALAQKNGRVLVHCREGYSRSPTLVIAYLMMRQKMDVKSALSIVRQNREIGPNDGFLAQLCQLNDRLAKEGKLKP
Mtb FBA inh = Mtb FBA enzyme inhibitors, primary screen, biochemical, fluorescence, strain H37Rv; AID 588726, 2011; purified M. tuberculosis FBA, fluorescence read-out; inhibition, % at 1 µM; Fructose-bisphosphate aldolase (Mycobacterium tuberculosis (strain ATCC 25618 / H37Rv)), …; actives 2.3% (n = 360,000); in the data active means inhibition above about 27%;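 further: 0% = vehicle and 100% = reference inhibitor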
Target sequence (P9WQA3 whole entry, looked up): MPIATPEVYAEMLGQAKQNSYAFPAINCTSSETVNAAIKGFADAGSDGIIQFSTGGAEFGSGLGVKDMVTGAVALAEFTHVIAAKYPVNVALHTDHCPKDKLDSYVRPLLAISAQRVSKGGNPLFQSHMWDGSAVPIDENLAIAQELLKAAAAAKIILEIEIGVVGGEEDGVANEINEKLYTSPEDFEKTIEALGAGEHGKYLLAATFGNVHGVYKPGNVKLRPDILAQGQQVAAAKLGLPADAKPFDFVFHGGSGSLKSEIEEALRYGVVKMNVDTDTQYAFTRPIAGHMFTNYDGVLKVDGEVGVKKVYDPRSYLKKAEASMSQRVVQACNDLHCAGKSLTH
FadD28 FP inh = inhibitors of FadD28 bisubstrate probe binding, primary screen, biochemical, fluorescence polarization, single point | AID 588549, 2011 | Mycobacterium tuberculosis FadD28 fatty-acid-AMP ligase | actives 0.22% (n = 360,000) | inhibition, % at 12.5 µM; in the data active means inhibition above about 8.5%, passing the limit was not always enough; inconclusive means no clear call, values can overlap the other calls
Mtb UGM inh = M. tuberculosis UGM enzyme inhibitors, primary screen, biochemical, fluorescence polarization, single point; UDP-galactopyranose mutase (Mycobacterium tuberculosis (strain ATCC 25618 / H37Rv)), …; purified UGM, fluorescence polarization probe displacement; inhibition, % at 10 µM; actives 0.06% (n = 320,000); AID 504406, 2011; in the data active means inhibition above about 10%, passing the limit was not always enough; inconclusive means no clear call, values can overlap the other calls
GDH-TPI counter = GDH-TPI coupling enzyme inhibitors, primary screen, artefact control for M. tuberculosis FBA inhibitor project, biochemical, absorbance, full deck; GDH-TPI coupled enzyme counterscreen, NADH absorbance; inhibition, % at 4.8 µM; actives 1.2% (n = 360,000); AID 588335, 2011;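 further: 0% = DMSO wells and 100% = wells lacking the enzyme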
BoNT-F LC inh = BoNT/F light chain protease inhibitors, primary screen, biochemical, flow cytometry, MLPCN library; Multiplex microsphere protease cleavage assay; Botulinum neurotoxin type F light chain protease (Clostridium botulinum); actives 0.22% (n = 360,000); inhibition, % at 10 µM; in the data active means inhibition above about 35%, passing the limit was not always enough; inconclusive means no clear call, values can overlap the other calls; further: plate controls were buffer without enzyme for full effect and enzyme alone for no effect
MazF activator = activators of E. coli MazEF toxin-antitoxin RNase, primary screen, biochemical, fluorescence, uHTS; Endoribonuclease toxin MazF (Escherichia coli (strain K12)), P0AE70; FAM/BHQ RNA-DNA oligo cleavage fluorescence, 5 h; activation, % at 20 µM; actives 0.32% (n = 350,000); in the data active means activation above about 50%
Target sequence (P0AE70 whole entry, looked up): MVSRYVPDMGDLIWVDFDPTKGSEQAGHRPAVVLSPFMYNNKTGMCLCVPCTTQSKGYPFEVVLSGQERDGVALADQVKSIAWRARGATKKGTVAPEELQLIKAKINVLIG
Rv3671c inh = Rv3671c serine protease inhibitors, primary screen, biochemical, fluorescence polarization, M. tuberculosis H37Rv; P9WHR9; inhibition, % at 5.96 µM; actives 0.048% (n = 320,000); AID 2606, 2010; in the data active means inhibition above about 38%;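 further: extracellular domain of Rv3671c used as enzyme; 0% = enzyme with DMSO and 100% = no enzyme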
Target sequence (P9WHR9 whole entry, looked up, the tested form may be a part): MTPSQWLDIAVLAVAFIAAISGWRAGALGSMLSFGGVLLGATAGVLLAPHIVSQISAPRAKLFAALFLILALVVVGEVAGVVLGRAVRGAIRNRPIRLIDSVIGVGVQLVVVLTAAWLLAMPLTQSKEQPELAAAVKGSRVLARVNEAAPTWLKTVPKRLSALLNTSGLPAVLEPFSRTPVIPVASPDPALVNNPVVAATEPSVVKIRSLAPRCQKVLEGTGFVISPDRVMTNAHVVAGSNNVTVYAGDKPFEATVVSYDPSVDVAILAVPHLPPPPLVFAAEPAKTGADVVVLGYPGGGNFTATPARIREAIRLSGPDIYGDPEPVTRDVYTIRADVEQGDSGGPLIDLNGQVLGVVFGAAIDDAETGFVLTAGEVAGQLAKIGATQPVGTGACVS
Numbers without * were called inactive; ? = inconclusive; / = no result given. Unless noted, no stated cut-off is given here; in the data, active means inhibition above about 30%; inactive means the rest.

SMILES | CCHFV vOTU inh | BioA inh | DUSP3 inh | Mtb FBA inh | FadD28 FP inh | Mtb UGM inh | GDH-TPI counter | BoNT-F LC inh | MazF activator | Rv3671c inh
COc1cc(C(=O)Nc2c(C)cc(C)cc2C)c([N+](=O)[O-])cc1OC | -8 | / | -7 | 0 | -2.4 | -7.8 | 10 | 1 | 6 | -21
COC(=O)c1cc(NC(=O)COC(=O)C2COc3ccccc3O2)cc(C(=O)OC)c1 (stereo not given) | 2 | 9.3 | / | 1 | -1.7 | -0.6 | -3 | 12 | -5 | 2
O=[N+]([O-])c1ccc(N2CCCCC2)nc1 | -7 | -1.3 | / | -3 | 0.7 | 3.6 | 19 | 2 | 4 | -12
Cc1ccc2[nH]cc(C(=O)CN3CCC4(CC3)OCCO4)c2c1 | 0 | -0.2 | 27 | -5 | -0.4 | 5.1 | 10 | -2 | -6 | 7
CCOc1ccc(/C=C2\SC(=S)N(C(C(=O)O)c3ccccc3)C2=O)cc1OC (stereo not given) | -10 | 12 | 29 | -1 | 2.3 | 0.3 | 13 | -1 | -8 | -13
O=C1C2C3C=CC(C2C(=O)N1c1cccc(O)c1)C1C2C(=O)N(c4cccc(O)c4)C(=O)C2C31 (stereo not given) | -11 | -0.5 | 2 | -1 | -6.4 | 0.7 | 0 | 3 | -2 | -2
Cc1cc(C(F)F)n2nc(C(=O)Nc3ccccc3F)nc2n1 | -6 | 0.0 | -4 | -2 | -1.5 | -0.8 | 12 | -7 | -3 | -7
CCOC(=O)N1CCN(c2cc(C)nc3nc(C)nn23)CC1 | 11 | 0.1 | 1 | 0 | -3.4 | 3.6 | -1 | -2 | 0 | 1
CCOP(=S)(OCC)N1CC1 | -13 | -0.5 | / | 1 | / | / | -3 | -5 | 15 | /
Cc1nn(-c2nc3ccccc3[nH]2)c(N)c1-c1ccc(Cl)cc1 | / | 0.3 | -3 | 3 | -0.7 | 0.5 | 2 | -42 | 20 | 2
COc1cc(CNc2nc(C)c([N+](=O)[O-])c(C)c2C#N)cc(OC)c1 | 16 | -2.7 | 9 | 3 | -3.6 | 0.3 | -1 | 2 | 0 | -2
Cc1cc(NC(=O)c2cccc(N3C(=O)CCC3=O)c2)no1 | -16 | 0.5 | 14 | 0 | -1.3 | 3.4 | 3 | -2 | -21 | -2
CN(C)c1nc(N)nc(/C(C#N)=C/C2CC3C=CC2C3)n1 (stereo not given) | 0 | 3.0 | 8 | -2 | 2.6 | -1.9 | 6 | -11 | 0 | -1
Clc1ccc(-c2cn3cccnc3n2)cc1Cl | -57 | 0.7 | 19 | 70* | -5.5 | -0.2 | 15 | 30 | -7 | -26
CN(C)CCCNC1=CC(=O)OC12CCCCC2 | 5 | 0.0 | 0 | 0 | 1.8 | -0.5 | -7 | 4 | -4 | -3
CC(C)c1ccc(OCC(=O)N(c2ccccn2)C2CCCCC2)cc1 | 10 | / | -24 | 6 | -0.8 | 0.9 | 4 | -4 | -9 | 5
COC(=O)CN=Cc1c(O)n(-c2ccc(Cl)cn2)c(=O)c2ccccc12 | 5 | / | 13 | -1 | -2.2 | 0.4 | 9 | -3 | 10 | -2
CC(C)(C)NC(=O)CSc1nc(-c2ccc(F)cc2)cs1 | 13 | / | -1 | 1 | -3.5 | -2.5 | -2 | -5 | 5 | 4
O=C(NC1CCCC1)C(c1ccccn1)N(C(=O)c1csnn1)c1ccccc1F (stereo not given) | 9 | -0.9 | 22 | -1 | -1.2 | -2.8 | -3 | 2 | 3 | 2
Cn1c(CSc2nc3ccccc3s2)nnc1SCC(=O)NCc1ccccn1 | 1 | 4.3 | 0 | -3 | -3.5 | -1.4 | -6 | ? | 1 | 1
COc1ccc(C(=O)c2ccc(OC)c(N)c2)cc1N | 6 | / | -23 | -3 | 0.0 | 0.7 | 21 | -1 | 13 | -2
CC(=C/c1ccccc1)/C=N/Nc1nc(N2CCCCC2)nc(N2CCCCC2)n1 | 0 | -1.6 | 8 | 3 | -1.6 | 2.4 | 4 | -4 | -8 | 6
COc1ccc(C(=O)Nc2cc(OC)nc(OC)n2)cc1 | -2 | -0.4 | 4 | 0 | 0.5 | -2.3 | 1 | 2 | 2 | 4
CCOC(=O)N1CCN(S(=O)(=O)N2CCCC(C(=O)NCCCN3CCCCC3)C2)CC1 (stereo not given) | -2 | -0.5 | 7 | 0 | -3.3 | -0.6 | -12 | -4 | 9 | -8
O=C1CCCc2c1cc(C(=O)O)c(=O)n2-c1ccccc1 | 13 | -1.1 | 12 | 0 | -0.1 | 1.5 | -5 | -3 | 4 | -7
CC(SC(=S)N1CCCC1)C(=O)O (stereo not given) | -11 | / | 4 | 4 | -1.3 | -3.7 | 1 | 0 | 5 | 16
CC(C)N(C)CCOC(=O)c1ccc2c(c1)OCCO2 | -33 | / | 13 | -14 | -2.6 | -2.6 | -4 | 10 | 8 | 5
Cc1cnc(C(=O)Nc2cc(F)ccc2C)cn1 | -10 | / | 2 | -1 | 1.4 | -0.2 | -1 | -5 | 6 | -6
CCCCCCOc1ccc(N2C(=O)CC(S/C(N)=N/N=C(\C)c3cccs3)C2=O)cc1 (stereo not given) | 19 | -1.5 | 28 | -9 | -3.6 | -3.2 | 14 | -7 | 1 | 1
CC(C)(C)NC(=O)NC(=O)COC(=O)CNS(=O)(=O)/C=C/c1ccccc1 | 3 | 1.5 | 6 | -3 | -2.3 | 1.1 | -5 | -5 | 5 | 6
COc1ccc(-c2csc(/C(C#N)=C\c3ccc(OC)c([N+](=O)[O-])c3)n2)cc1 | -3 | -4.0 | -8 | -2 | -0.2 | 0.2 | 10 | -3 | 0 | -4
COc1ccc(Cc2nc3ccc(C(=O)NC(C)C)cc3o2)cc1 | 8 | -0.3 | / | 5 | -0.4 | -0.2 | 2 | -9 | 5 | -12
Cn1c(=O)n(C)c2cc(S(=O)(=O)N3CCCCC3)ccc21 | 6 | / | 4 | 1 | / | 0.2 | -1 | 13 | 8 | -6
Cc1ccc(-c2nc3c(c(=O)[nH]c(=O)n3CC(C)C)n2CC(C)C)cc1[N+](=O)[O-] | -4 | / | 18 | 2 | -3.6 | -1.7 | 0 | -3 | 0 | 7
CCC1(CC)COP(=O)(OCC(Cl)CCl)OC1 (stereo not given) | -2 | 0.0 | / | -3 | -4.0 | / | -10 | 3 | 3 | /
CCOC(=O)c1cccc(NC(=O)CSc2nnc(C)n2Cc2ccccc2)c1 | -4 | / | 16 | 2 | -2.4 | -0.3 | 8 | 0 | 1 | -3
O=C(COc1ccc(Br)cc1Cl)NC(=S)Nc1ccccn1 | 2 | -0.4 | 14 | 2 | 1.2 | 3.5 | 14 | -9 | -12 | -6
CCC1CCCCN1S(=O)(=O)c1ccc(NC(=O)c2nc(S(C)(=O)=O)ncc2Cl)cc1 (stereo not given) | 28 | 0.3 | 2 | 5 | 1.4 | 3.4 | 1 | -3 | 6 | -97
CCc1nc(C)c(C#N)c2cc(OC)c(OC)cc12 | 8 | -0.1 | 17 | 4 | 1.4 | -3.5 | 4 | 3 | 10 | 3
O=C(CNc1n[nH]c(=O)[nH]c1=O)N/N=C/c1ccccc1 | 3 | / | 14 | / | / | 2.1 | / | / | 3 | -6
CCOc1ccc(-c2nnn(CC(=O)c3cc(OC)ccc3OC)n2)cc1 | 5 | -1.3 | 18 | -2 | -1.9 | -1.9 | 8 | -1 | 12 | -10
CCOc1ccc(NS(=O)(=O)c2cc3c(cc2C)N(C)CCO3)cc1 | 3 | 1.0 | 25 | 6 | -1.3 | -4.0 | 15 | -10 | 14 | -5
Nc1cc(N)nc(SCc2cccc(F)c2)n1 | 0 | -3.2 | 0 | -1 | -2.9 | 0.1 | 4 | -5 | 8 | 5
Cc1cc(NC(=O)COC(=O)c2ccc(C)c(C)c2)no1 | 5 | -0.4 | / | -2 | -3.9 | -0.7 | 17 | -5 | 5 | 7
FC(F)(F)c1cccc(-c2nc(COc3ccc(Cl)cc3Cl)no2)c1 | -7 | / | -5 | 3 | -0.2 | -5.0 | 1 | -6 | 3 | -1
Cc1ccc(Nc2nc3nonc3[nH]c2=O)cc1C | 21 | 0.4 | -5 | -2 | -1.9 | 3.4 | 30 | -6 | -7 | -18
Cc1cccc(-c2nnc(SCC(=O)C(C)(C)C)n2C)c1 | 2 | 1.0 | -7 | 0 | -4.0 | 0.2 | 3 | -9 | 9 | 1
CC1(C)C2CC=C(/C=N/NC(=O)C(N)=O)C1C2 (stereo not given) | 1 | -1.8 | 9 | 1 | -3.5 | -3.5 | 6 | -3 | 4 | 3
CN(c1ccc(OCC(=O)N2CCN(c3ccc(F)cc3)CC2)cc1)S(=O)(=O)c1cccs1 | 10 | -1.8 | 15 | 3 | 0.9 | 0.0 | -1 | 4 | 5 | -2
CN(c1cc(Cl)c2c(c1)OCO2)c1cc2c(c3c1ccn3C)C1CCC2C1 (stereo not given) | 4 | 1.0 | / | 1 | 0.6 | / | / | -1 | / | /
Cc1ccc(S(=O)(=O)N2CCOCC2)cc1C(=O)OCC(=O)N1CCCCC1 | -1 | -2.1 | / | 8 | 2.5 | -1.5 | 1 | 6 | -6 | 6
[O-]/[N+](=C\c1ccco1)c1ccc(Cl)cc1 | 10 | -1.9 | -6 | 0 | -0.4 | -1.0 | 3 | 3 | 6 | 6
COc1cc(C(=O)NCc2nnc(SCC(=O)c3ccccc3)o2)cc(OC)c1OC | 15 | -0.2 | 6 | 2 | -1.5 | -0.9 | 4 | -7 | -10 | -1
Cc1ccc(C(=O)Nc2ccncc2)c(Cl)c1 | 10 | -0.1 | 9 | -2 | -0.1 | -0.3 | 1 | -4 | 4 | -6
COc1cc(-c2cc3nc(C)c(C)c(=O)n3[nH]2)cc(OC)c1OC | -3 | 1.4 | 29 | 13 | -0.3 | 0.6 | 3 | -12 | 0 | 3
CCc1ccc(S(=O)(=O)N2CCN(Cc3ccco3)CC2)cc1 | 10 | -0.9 | 1 | 0 | -3.4 | -0.1 | 2 | 5 | -7 | -5
CCn1cc(C(=O)NC2CCCc3c2cnn3-c2cccc(C)c2C)cn1 (stereo not given) | 2 | -0.5 | 26 | 0 | -4.0 | 0.1 | -4 | 8 | / | -8
CCN(CC(=O)Nc1cccc(F)c1)CC(=O)Nc1ccc2c(c1)OCCO2 | 17 | -0.6 | / | 1 | -2.5 | / | 1 | -5 | 1 | /

Four compounds out of the list, sorted by SMILES length, descending:
SMILES | CCHFV vOTU inh | BioA inh | DUSP3 inh | Mtb FBA inh | FadD28 FP inh | Mtb UGM inh | GDH-TPI counter | BoNT-F LC inh | MazF activator | Rv3671c inh
COc1cc(C(=O)NCc2nnc(SCC(=O)c3ccccc3)o2)cc(OC)c1OC | 15 | -0.2 | 6 | 2 | -1.5 | -0.9 | 4 | -7 | -10 | -1
Cc1ccc(S(=O)(=O)N2CCOCC2)cc1C(=O)OCC(=O)N1CCCCC1 | -1 | -2.1 | / | 8 | 2.5 | -1.5 | 1 | 6 | -6 | 6
[O-]/[N+](=C\c1ccco1)c1ccc(Cl)cc1 | 10 | -1.9 | -6 | 0 | -0.4 | -1.0 | 3 | 3 | 6 | 6
Cc1ccc(C(=O)Nc2ccncc2)c(Cl)c1 | 10 | -0.1 | 9 | -2 | -0.1 | -0.3 | 1 | -4 | 4 | -6
